# Screening results deposited in PubChem by National Center for Advancing Translational Sciences (NCATS).
# TDP1 block: qHTS Assay for Inhibitors of Tyrosyl-DNA Phosphodiesterase (TDP1); Tyrosyl-DNA phosphodiesterase 1 (Homo sapiens), Q9NUW8; recombinant TDP1, AlphaScreen DNA substrate cleavage; Potency, µM (top dose mostly 130 µM), for the others: top-dose activity change, negative = inhibition, hits mostly inhibitors; 350,000 compounds, 0.28% hits; AID 485290, 2010; note: nearly all actives have a fitted effect of over 40% in size
# Target sequence (Q9NUW8 whole entry, looked up): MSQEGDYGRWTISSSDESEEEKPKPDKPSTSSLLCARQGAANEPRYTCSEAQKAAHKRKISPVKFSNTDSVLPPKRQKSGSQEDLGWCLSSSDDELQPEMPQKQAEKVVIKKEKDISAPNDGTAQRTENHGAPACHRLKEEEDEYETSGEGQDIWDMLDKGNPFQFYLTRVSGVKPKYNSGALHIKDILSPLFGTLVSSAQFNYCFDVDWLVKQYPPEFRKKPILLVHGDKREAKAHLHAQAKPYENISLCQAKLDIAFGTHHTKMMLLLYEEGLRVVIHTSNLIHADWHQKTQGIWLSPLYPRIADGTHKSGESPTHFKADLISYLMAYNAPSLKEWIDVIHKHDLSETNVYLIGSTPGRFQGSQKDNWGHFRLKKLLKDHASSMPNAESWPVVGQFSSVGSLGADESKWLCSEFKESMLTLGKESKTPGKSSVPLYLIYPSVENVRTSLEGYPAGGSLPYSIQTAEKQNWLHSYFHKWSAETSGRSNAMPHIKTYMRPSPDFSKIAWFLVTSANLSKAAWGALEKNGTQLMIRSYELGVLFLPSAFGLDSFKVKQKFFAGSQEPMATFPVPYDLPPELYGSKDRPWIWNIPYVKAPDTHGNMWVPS
#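 Compounds were preincubated with Tdp1 (1 nM final) for 15 min at room temperature before substrate (15 nM final) started a 5 min reaction; beads (10 ug/ml final) were then added for 10 min before AlphaScreen detection.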
# TDP1 cell noCPT: qHTS for Inhibitors of human tyrosyl-DNA phosphodiesterase 1 (TDP1): qHTS in cells in absence of CPT | 420,000 compounds, 15% hits | Potency, µM (titrated, usually from 46.2 µM), for the others: top-dose activity change, negative = growth inhibition, hits mostly inhibitors | DT40 Tdp1-/- hTDP1 cells, no CPT, ATP luminescence, 48 h; note: nearly all actives have a fitted effect of over 55% in size
#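 Stably hTDP1-transfected Tdp1-null chicken DT40 cells were treated with library compounds minus camptothecin and grown for at least 48 hr at 37 °C, after which cellular ATP was quantified by luminescence.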
# DT40 TDP1 CPT: qHTS for Inhibitors of human tyrosyl-DNA phosphodiesterase 1 (TDP1): qHTS in cells in presence of CPT; chicken DT40 Tdp1-/-;hTDP1 cells + 20 nM CPT, ATP luminescence, 48 h; Potency, µM (titrated, usually from 46.2 µM), without a hit: top-dose activity change, negative = growth inhibition, usual class: inhibitors; 420,000 compounds, 12% hits; AID 686979, 2013; note: nearly all actives have a fitted effect of over 55% in size
#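 Chicken DT40 Tdp1-/- cells complemented with human TDP1, 400 cells/well, exposed to compounds plus 20 nM camptothecin for at least 48 h at 37 C; viability read as ATP content by CellTiter-Glo luminescence.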
# Active calls of the source: *; u = inconclusive; x = no result given; & = joins results of further samples; [ ] = remark or other dose. Calls come from the whole dose curve; as a rule, active = well fitted curve in the direction sought with a large enough effect; inconclusive = small, poorly fitted or top-dose-only effect, or another doubt; inactive = no such curve, though single readings can be large; an effect the other way counts as inactive or inconclusive. % is set by controls: 0 for no effect and ±100 for the full control effect; potency is the fitted concentration of half-maximal effect.
# Start of the data: the first 2 entries, to show the layout:
SMILES	TDP1 block	TDP1 cell noCPT	DT40 TDP1 CPT
COc1ccc(C(=O)N2CCc3[nH]nc(-c4ccccc4)c3C2)cc1	6%	u	-71%
CS(=O)(=O)c1ccc(Cl)c(NC(=O)CSc2n[nH]c(-c3cccs3)n2)c1	1%	u	-21%

# This part in full, from the first entry:
SMILES	TDP1 block	TDP1 cell noCPT	DT40 TDP1 CPT
COc1ccc(C(=O)N2CCc3[nH]nc(-c4ccccc4)c3C2)cc1	6%	u	-71%
CS(=O)(=O)c1ccc(Cl)c(NC(=O)CSc2n[nH]c(-c3cccs3)n2)c1	1%	u	-21%
COC(=O)c1c(NC(=O)CCCOc2cccc(C)c2)sc2c1CCC(C)C2 (stereo not drawn)	-4%[12.3 µM]	-6%	-14%
Cc1cc(C)c2nc(N(Cc3cccnc3)C(=O)c3ccc(S(=O)(=O)N(C)C)cc3)sc2c1	5%	18µM*	u
Cc1cccc(CS(=O)(=O)Cc2ccc(C(=O)NC3CCCCC3)o2)c1	1%	-14%	-17%
Cc1ccc(Cl)cc1NC(=O)C1CCN(c2nc3ccccc3n3cccc23)CC1	1%	16µM*	u
O=C(Nc1ccccc1Cl)N1CCC(CN2CCCCC2)CC1	-2%	-16%	-23%
Cc1ccccc1C(=O)OCC(=O)Nc1cccc(S(=O)(=O)N2CCCCC2)c1	x	u	u
COc1ccc(C(CC(=O)N2CCOCC2)c2c(O)cc(OC)cc2OC)cc1 (stereo not drawn)	7%&1%	-6%	1%
CSc1nc(S(=O)(=O)c2ccccc2)c(Cl)s1	0%	8%	-20%
CCOC(=O)C1=C(N)Oc2ccc3ccccc3c2C1c1cccc(O)c1 (stereo not drawn)	x	u	-23%
CCCOc1ccccc1OCC(=O)Nc1cc(Cl)ccc1-n1cncn1	0%[0.505 µM]	u	u
Cc1cc(=O)[nH]c(SCCOc2ccc3c(c2)CCC3)n1	7%	-24%	-30%
COc1cccc(OC)c1/C=C/C(=O)NC1CCCCC1	x	u	10%
COCCCNC(=O)C1CC(=O)N(CCc2ccc(F)cc2)C1 (stereo not drawn)	2%	3%	-12%
O=C(Cn1nc(-c2ccc(Cl)cc2)ccc1=O)N1CCN(c2ccccc2)CC1	5%	u	u
C/C(=N\NC(=O)c1ccccc1)C1C2C=CC(C2)C1(C)C (stereo not drawn)	3%[56.1 µM]	u	-11%
CC(=O)c1ccc(NC(=O)Cn2cc(S(=O)(=O)Cc3cccc(Cl)c3)c3ccccc32)cc1	6%	23µM*	23µM*
Cc1ccc(S(=O)(=O)N(C)CC(=O)Nc2cccc3c2CCCC3)cc1	4%	u	-18%
CCN1CCN(C2=NC(=O)/C(=C/c3ccc(C)o3)S2)CC1	-12%	-23%	u

# Some entries already given, showing only DT40 TDP1 CPT and TDP1 cell noCPT:
compound,DT40 TDP1 CPT,TDP1 cell noCPT
O=C(Cn1nc(-c2ccc(Cl)cc2)ccc1=O)N1CCN(c2ccccc2)CC1,u,u
CCOC(=O)C1=C(N)Oc2ccc3ccccc3c2C1c1cccc(O)c1 (stereo not drawn),-23%,u
C/C(=N\NC(=O)c1ccccc1)C1C2C=CC(C2)C1(C)C (stereo not drawn),-11%,u
CC(=O)c1ccc(NC(=O)Cn2cc(S(=O)(=O)Cc3cccc(Cl)c3)c3ccccc32)cc1,23µM*,23µM*
Cc1ccc(S(=O)(=O)N(C)CC(=O)Nc2cccc3c2CCCC3)cc1,-18%,u
Cc1cc(=O)[nH]c(SCCOc2ccc3c(c2)CCC3)n1,-30%,-24%
COCCCNC(=O)C1CC(=O)N(CCc2ccc(F)cc2)C1 (stereo not drawn),-12%,3%

# Next section.
SMILES	TDP1 block	TDP1 cell noCPT	DT40 TDP1 CPT
CNCCCOc1ccc(C)cc1Br	u	-14%	-6%
COc1ccc(CC(=O)NNC(=O)c2cc(C)oc2C)cc1OC	-1%	3%	-7%
COc1ccc(-c2noc(N3CCC(C(=O)Nc4cc(OC)c(OC)c(OC)c4)CC3)n2)cc1	4%	-13%	-7%
Cc1cc(NC(=O)C(C)SCC(=O)Nc2cc(C(F)(F)F)ccc2N2CCCCC2)no1 (stereo not drawn)	x	u	u
CCOC(=O)C1(C)CCCN1C(=O)c1ccc(N(C)C)cc1 (stereo not drawn)	x	-28%	-4%
COc1ccc(N2CCN(C(=O)c3cc(C4CC4)nn3-c3ccccc3)CC2)cc1	9%	u	u
CCN(CC)C(=O)c1ccc2c3c(cccc13)C(=O)N(CCc1ccc(OC)c(OC)c1)C2=O	6%	8.2µM*	8.2µM*
CSc1ccc(C2NC(=O)c3c(sc4c3CCN(C)C4)N2)cc1 (stereo not drawn)	-2%	u	u
CCOc1ccccc1NC(=O)c1nc(-c2ccccc2)oc1C	-2%	-16%	u
Cn1nc(C(C)(C)C)cc1C(=O)N1CCCCC1c1cc(C(=O)N2CCOCC2)no1 (stereo not drawn)	x	u	u
COc1ccc(-c2nc3c(c(SCc4cc(C)ccc4C)n2)Cc2c(CO)cnc(C)c2O3)cc1	3%	-2%	-4%
CCOc1cccc2sc(N(Cc3cccnc3)C(=O)C3CCCCC3)nc12	5%	u	u
CCC(C)N1C(=O)CCC1C(=O)O (stereo not drawn)	5%	-7%	-3%
Cc1nn(C(=O)N2CCCCC2)c(C)c1CN1C(=O)c2ccccc2C1=O	0%	-20%	-23%
CCOC(=O)N1CCN(C(=O)CCSc2ccccc2)CC1	5%	4%	1%
Cc1cccc(NC(=O)CSc2nnnn2-c2ccc3c(c2)OCCO3)n1	6%	u	u
O=C(OCC(=O)N1CCOCC1)c1ccc2[nH]c3c(c2c1)CCCC3	x	u	u
O=C(CC(=O)Nc1ccccc1C(F)(F)F)Nc1ccccc1C(F)(F)F	x	7%	-17%
COc1ccc(-c2coc3c(OC)c(OC)cc(O)c3c2=O)cc1	12%	u	u
Cc1sc(NC(=O)CN2CCOCC2)c(C#N)c1C	1%	4%	-1%
Cc1ccc(C)c(N2CCN(S(=O)(=O)c3ccc4c(c3)CCCN4C(=O)C3CCC3)CC2)c1	7%	18µM*	16µM*
CC(C)C(=O)Nc1c(O)c2ccccc2[nH]c1=O	-5%	-18%	5%
O=C(NC(=S)Nc1ccc(CN2CCOCC2)cc1)c1ccco1	0%	-7%	5%
CC(C(=O)N1CCc2ccccc21)n1cccc1 (stereo not drawn)	5%	-19%	u
Nc1nc(SCC(=O)N2CCCC2)[nH]c(=O)c1NC(=O)c1ccco1	3%	14%	-2%
CC1(C)NC(=O)N(CC(O)CN(c2cccc([N+](=O)[O-])c2)S(=O)(=O)c2ccccc2)C1=O (stereo not drawn)	x	-2%	-1%
COc1ccccc1C1CN(Cc2cccnc2)Cc2ccccc2O1 (stereo not drawn)	x	-19%	5%[9.04 µM]
O=C(COC(=O)c1ccc(F)cc1)Nc1ccc2c(c1)OCO2	2%	-24%	-13%
Cc1cc(C(F)(F)F)n(-c2nc(C(=O)N/N=C/c3ccc(F)cc3)cs2)n1	-3%	u	16µM*
N#Cc1c(-c2ccc(F)cc2)cc(-c2cccnc2)nc1N	0%	-1%	-1%
O=[N+]([O-])C(C1CCS(=O)(=O)C1)C1CCS(=O)(=O)C1 (stereo not drawn)	0%	2%	18%
COc1ccc(S(=O)(=O)N(C)c2ccc(C(N)=O)cc2)cc1	3%	-2%	-19%
C=CCn1c(SCN2C(=O)c3ccccc3C2=O)nc2ccc(Cl)cc2c1=O	3%	18µM*	18µM*
CC1CCCC(NC(=O)CSC2=Nc3ccccc3C3CC=NN23)C1C (stereo not drawn)	-4%	u	u
O=C(NCCCN1CCCC1=O)c1cccc(S(=O)(=O)Nc2ccc(Br)cc2)c1	-2%	-20%	-10%
O=C(O)CN1C(=O)/C(=C/c2cccc(Cl)c2)Oc2ccccc21	x	-4%	23%
CN(c1ccc(Cl)cc1)S(=O)(=O)c1nnc(NC(=O)C2CCCCC2)s1	0%	-21%	-11%
Cc1cccn2c(=O)c(C=O)c(Nc3ccc(S(N)(=O)=O)cc3)nc12	x	u	u
Cc1ccc(CSc2nnc(SCC(=O)N/N=C/c3ccc(C(=O)O)cc3)s2)cc1	1%	u	-3%
CCN(CC)CCCNC(=O)c1cn(-c2cccc(OC)c2)c(=O)c2ccccc12	x	-3%	8%
COc1ccccc1N1CCN(Cc2cnc3ccc(Cl)cn23)CC1	x	13µM*	23µM*
CCOC(=O)N1CCN(C(=O)CSc2nc3c([nH]c4ccccc43)c(=O)n2C)CC1	5%	-19%	-29%
CCCCn1c(N)c(N(CC(C)C)C(=O)c2cccs2)c(=O)[nH]c1=O	-8%	-15%	-14%
CCC(C)Nc1nnnc2c1sc1nc3c(cc12)COC(C)(C)C3 (stereo not drawn)	8%	u	u
CC(=O)Nc1ccc(C(=O)N/N=C/c2ccccc2OC(=O)c2ccc(Cl)cc2)cc1	7%	10µM*	9.2µM*
CC1CCN(c2oc(-c3ccco3)nc2S(=O)(=O)c2ccccc2)CC1	10%	u	-8%
Cc1ccc(-c2noc(CN(C(=O)c3ccc4c(c3)OCO4)C(C)C)n2)cc1	6%	u	u
COc1ccc(OC(C)C(=O)N(C)Cc2nc(-c3ccccc3)no2)cc1 (stereo not drawn)	x	u	3%
C/C(CC(=O)Nc1ccc(Cl)c(C(F)(F)F)c1)=N\NC(N)=S	0%	u	u
COc1ccccc1CNC(=O)N1CCN(S(=O)(=O)c2ccc(Cl)cc2)CC1	-9%	-8%	-14%

# The results go on:
SMILES	TDP1 block	TDP1 cell noCPT	DT40 TDP1 CPT
CN(C(=O)COc1ccc([N+](=O)[O-])cc1)C1CCS(=O)(=O)C1 (stereo not drawn)	x	-11%	2%
CCCSc1nc(N2CCOCC2)c2c(c1C#N)CC(C)(C)SC2	0%	u	u
COc1ccc(CC(=O)NNC(=O)CCC(=O)Nc2cc(C)ccc2C)cc1	-4%	-22%	-3%
Cc1ccc(NCC(=O)N/N=C/c2cccn2C)cc1	x	u	17%
CCn1cc(C(=O)NCc2ccc(C)cc2)c(=O)c2cc(S(=O)(=O)N(C)C)ccc21	x	u	u
CCC(CC)N1CCN(S(=O)(=O)c2ccc(OC)cc2)CC1	x	-7%	-5%
O=c1[nH]c(=S)[nH]c2c1C(c1ccc(Cl)c(Cl)c1)OC(CCc1ccccc1)C2 (stereo not drawn)	x	u	u
CCOc1ccc(C(=O)COc2ccc(NC(C)=O)cc2)cc1	5%	u	0%
CCOC(=O)COc1ccc(Br)cc1/C=C\c1[nH]c(=O)[nH]c(=O)c1[N+](=O)[O-]	-1%	23µM*	23µM*
COc1ccc(-c2sc3cc4c(cc3c2C#Cc2cncn2C)OCO4)cc1	1%	15µM*	26µM*
CCCCc1ccc(S(=O)(=O)NC(=O)C2(C)CCN2C(=O)C/C=C/c2ccccc2)cc1 (stereo not drawn)	x	u	u
Cc1ccc(OCCCC(=O)Nc2sc3c(c2C(N)=O)CCC(C)C3)cc1 (stereo not drawn)	-2%[12.3 µM]	-27%	-9%
O=C(OCC(=O)N1CCCc2ccccc21)c1cc(S(=O)(=O)N2CCOCC2)ccc1F	1%	3%	10%
Cc1cc(N2C(=O)CCC2=O)ccc1NC(=O)c1cccs1	2%	-12%	4%
CC(=O)Nc1nnc(SCC(=O)c2ccc(F)cc2)s1	6%	-21%	-8%
COc1cccc(NC(=O)Cc2ccc(NC(=O)N3CCCCc4ccccc43)cc2)c1	3%	u	u
CCCn1nnc(NC(=O)C(C)Oc2ccc(Cl)cc2Cl)n1 (stereo not drawn)	2%	-13%	16%
COc1cc(C(=S)N2CCOCC2)ccc1OS(=O)(=O)c1ccccc1[N+](=O)[O-]	3%	u	-30%
CCCCCCCCCCCCCCCCCC(=O)OCC(O)CO (stereo not drawn)	6%	-12%	-25%
O=C(Nc1cccc([N+](=O)[O-])c1)C1CCN(C(=O)Cc2ccccc2)CC1	3%	-17%	-14%
O=C(Cn1c(=O)oc2cc(S(=O)(=O)NCc3ccccc3)ccc21)NCc1ccccc1Cl	1%	9.2µM*	7.3µM*
CCOc1ccc(Cc2nnc(SCC(=O)Nc3ccc(OC)cc3)n(N)c2=O)cc1	0%	-6%	u
CC1=C(C(=O)N2CCOCC2)CC(CC(=O)NC2CC2)C(=O)N1Cc1ccccc1 (stereo not drawn)	x	-8%	-16%
CC(C)n1cc(-c2nc(C(=O)NN)cs2)c(=O)n(Cc2ccccc2)c1=O	6%	-29%	-34%
COC(=O)C1=CN(c2ccc(F)cc2)C(N)=C(C#N)C1c1cccc(F)c1 (stereo not drawn)	x	12µM*	7.3µM*
